Assay outcomes as filed in PubChem BioAssay.
FXN GAA850 act: frataxin GAA850 promoter activation. HEK293 lucGAA850 FXN promoter luciferase reporter, 24 h; percent of 10 µM SAHA response. activation, % at 6 µM. 0.56% of 360,000 active. AID 540364;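 active means activation above the average of all compounds screened plus 3 SD, cutoff fixed separately per campaign, cut at about 7.5% in these data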;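 further: 0% = DMSO wells and 100% = 10 µM SAHA wells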
SMARCA2 act: SMARCA2 function activation, primary screen. AID 652017. MG213 cells, MMTV-luciferase reporter, dexamethasone, overnight. 1% of 370,000 active. activation, % at 9.1 µM; in the data active means activation above about 7.8%;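 further: 0% = vehicle wells and 100% = reference activator wells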
sPLA2-III inh: Inhibits HGIII-sPLA2 liposome hydrolysis, primary screen. QFRET BODIPY PC-A2 liposome hydrolysis, fluorescence. inhibition, % at 12.2 µM. 0.56% of 370,000 active;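 active means inhibition above mean plus 3 SD of compounds lying within the high and low control bounds, cut at about 19% in these data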;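 further: 0% = median of test compound wells and 100% = no enzyme DMSO wells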
Target sequence (Q9NZ20 whole entry, looked up): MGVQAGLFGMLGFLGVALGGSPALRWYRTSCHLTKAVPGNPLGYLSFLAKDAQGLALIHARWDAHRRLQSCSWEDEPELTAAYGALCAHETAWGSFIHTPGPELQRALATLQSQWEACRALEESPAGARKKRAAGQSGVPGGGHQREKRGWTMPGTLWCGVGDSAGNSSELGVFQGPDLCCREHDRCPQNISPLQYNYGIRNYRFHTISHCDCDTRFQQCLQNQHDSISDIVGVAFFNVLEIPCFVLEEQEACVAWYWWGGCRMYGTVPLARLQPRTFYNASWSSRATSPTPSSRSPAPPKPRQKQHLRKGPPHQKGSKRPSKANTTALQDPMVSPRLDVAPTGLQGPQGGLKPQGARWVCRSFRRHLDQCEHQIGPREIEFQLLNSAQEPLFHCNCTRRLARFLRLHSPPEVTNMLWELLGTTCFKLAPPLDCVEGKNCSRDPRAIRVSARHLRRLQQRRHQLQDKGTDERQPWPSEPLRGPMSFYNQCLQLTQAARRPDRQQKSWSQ
ADAM10 inh: ADAM10 inhibition, QFRET primary screen. O14672. recombinant ADAM10, EDANS/DABCYL FRET peptide cleavage, 3 h. inhibition, % at 7 µM. 0.62% of 370,000 active;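 active means inhibition above a per-campaign cutoff equal to the mean of compounds falling between control-based bounds plus 3 SD, cut at about 20% in these data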;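 further: 0% = DMSO wells while the 100% control is not disclosed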
DAX1 inh-1: NR0B1 (DAX1) inhibition; P51843; HEK293 Gal4-DAX1 luciferase reporter, luminescence; inhibition, % at 6.75 µM; 0.99% of 340,000 active; AID 504766;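 active means inhibition above the mean over all tested compounds plus 3 SD, cut at about 4.2% in these data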;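 further: 0% = DAX1-transfected cells with DMSO and 100% = empty-vector control cells with DMSO; inhibition shows as a rise in luminescence from relieved DAX1 repression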
Target sequence (P51843 207-470 limits assumed): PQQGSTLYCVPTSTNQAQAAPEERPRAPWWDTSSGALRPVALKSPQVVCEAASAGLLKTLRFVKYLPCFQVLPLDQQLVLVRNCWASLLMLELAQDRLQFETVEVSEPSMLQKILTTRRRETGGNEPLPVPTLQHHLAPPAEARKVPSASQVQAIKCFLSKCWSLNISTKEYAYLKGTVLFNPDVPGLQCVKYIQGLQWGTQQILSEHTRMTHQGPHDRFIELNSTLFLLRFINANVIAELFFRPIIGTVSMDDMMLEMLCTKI
ssDAF-12 act: activators of S. stercoralis DAF-12 nuclear receptor; AID 652126; 1% of 370,000 active; activation, % at 6.8 µM; HEK293 ssDAF-12/GRIP1 lit1-tk-luc reporter, luminescence; % of 3 µM dafachronic acid response;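 active means activation above the mean over all tested compounds plus 3 SD, cut at about 0.9% in these data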;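 further: 0% = DMSO-only wells and 100% = 3 µM delta7-dafachronic acid wells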
GC-A act: GC-A (human) enzyme activation. activation, % at 10 µM. 0.14% of 370,000 active. P16066. HEK293 GC-A cells, cGMP TR-FRET, EC30 ANP; 0% at EC30 ANP, 100% saturating ANP; in the data active means activation above about 40%
GC-B act: GC-B (human) receptor activation. 0.11% of 370,000 active. activation, % at 10 µM. AID 1920062. HEK293-GC-B cells, CNP EC30, cGMP TR-FRET; 0% at EC30 CNP, 100% saturating CNP;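 active means activation at 10 µM reaching about 35% in either raw or pattern-adjusted values, limit read from the data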
hcDAF-12 act: H. contortus DAF-12 activation, primary screen. HEK293 hcDAF-12 lit1-tk-luc reporter, luminescence; 0% DMSO, 100% Δ7-dafachronic acid. activation, % at 6.8 µM. 1.4% of 370,000 active. AID 652067;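 active means activation above the mean of all tested compounds plus 3 SD, cut at about 5.5% in these data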;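 further: 100% = response to 3 µM Δ7-dafachronic acid high control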
hgDAF-12 ag: activates the H. glycines DAF-12 receptor ligand-binding domain; HEK293 GAL4-hgDAF12 UAS-luciferase reporter, agonist luminescence; normalized to butyrate control; activation, % at 6.8 µM; 1.8% of 370,000 active; AID 687014;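 active means activation above a cutoff set at the mean of all screened compounds plus 3 SD, cut at about 10% in these data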;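 further: 0% = DMSO wells and 100% = sodium butyrate wells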
DAX1 inh-2: inhibitors of DAX1 repression of SF-1 activated StAR promoter; HEK293T StAR-luciferase reporter, SF-1/DAX-1 repression relief; inhibition, % at 6.8 µM; 1.1% of 370,000 active; AID 652010;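 active means inhibition above the mean over all tested compounds plus 3 SD, cut at about 3.6% in these data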;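 further: 0% = DAX-1 cells with DMSO and 100% = cells lacking DAX-1 with DMSO; higher inhibition means more luminescence from relief of DAX-1 repression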
An asterisk follows results filed as active.

`COc1ccc(S(=O)(=O)N2CCc3ccccc3C2)cc1OC` gave FXN GAA850 act 2.0, SMARCA2 act -2, sPLA2-III inh -15, ADAM10 inh 21*, DAX1 inh-1 -0.3, ssDAF-12 act -0.8, GC-A act 4, GC-B act 5, hcDAF-12 act 2.4, hgDAF-12 ag -0.1 and DAX1 inh-2 -0.4.
Screening O=C(N/N=C/c1ccc(O)cc1)c1cc(C23CC4CC(CC(C4)C2)C3)[nH]n1 returned FXN GAA850 act -1.4, SMARCA2 act 0, sPLA2-III inh -3, ADAM10 inh 3, DAX1 inh-1 -1.2, ssDAF-12 act 1.0*, GC-A act 0, GC-B act 0, hcDAF-12 act -1.2, hgDAF-12 ag 0.6 and DAX1 inh-2 0.7.
`O=C1c2ccsc2SCCN1Cc1ccc(Cl)cc1` gave FXN GAA850 act 1.1, SMARCA2 act -1, sPLA2-III inh -5, ADAM10 inh -5, DAX1 inh-1 -0.6, ssDAF-12 act -1.7, GC-A act -6, GC-B act -5, hcDAF-12 act -0.1, hgDAF-12 ag -0.4 and DAX1 inh-2 -0.3.
COc1cccc(NC(=S)N(CCN2CCCCC2)Cc2ccco2)c1 was read as FXN GAA850 act 0.4, SMARCA2 act -2, sPLA2-III inh 4, ADAM10 inh 5, DAX1 inh-1 -0.3, ssDAF-12 act -0.6, GC-A act -9, GC-B act -3, hcDAF-12 act -0.6, hgDAF-12 ag -1.3 and DAX1 inh-2 -0.4.
`CCOC(=O)c1cn(Cc2ccccc2)nc1-c1ccccc1` gave FXN GAA850 act 1.5, SMARCA2 act -4, sPLA2-III inh 5, ADAM10 inh 0, DAX1 inh-1 -1.6, ssDAF-12 act -0.9, GC-A act -1, GC-B act -3, hcDAF-12 act 1.6, hgDAF-12 ag 0.8 and DAX1 inh-2 0.3.
CN1OC[C@@H]2CN(Cc3ccccc3)[C@H](c3ccc(N4CCCCC4)cc3)C[C@@H]21 was read as SMARCA2 act -3, sPLA2-III inh 7, ADAM10 inh -13, ssDAF-12 act -1.1, GC-A act 3, GC-B act 3, hcDAF-12 act -1.2, hgDAF-12 ag 1.5 and DAX1 inh-2 -1.4.
`Cc1cc(C)nc(NS(=O)(=O)c2ccc(NC(=O)c3ccc(S(=O)(=O)N(C)C)cc3)cc2)n1` gave FXN GAA850 act 3.1, SMARCA2 act -2, sPLA2-III inh -19, ADAM10 inh -3, DAX1 inh-1 -0.9, ssDAF-12 act -1.6, GC-A act -4, GC-B act -9, hcDAF-12 act -1.3, hgDAF-12 ag 0.1 and DAX1 inh-2 0.1.
COc1ccc(/C=C/C(=O)OCC(=O)Nc2ccc(Cl)cc2F)cc1S(=O)(=O)N1CCOCC1 was read as FXN GAA850 act 1.3, SMARCA2 act -3, sPLA2-III inh 14, ADAM10 inh -1, DAX1 inh-1 -0.2, ssDAF-12 act -0.5, GC-A act -3, GC-B act 4, hcDAF-12 act 0.9, hgDAF-12 ag 1.2 and DAX1 inh-2 -0.3.
For CCOc1ccc(N(CC(=O)Nc2ccccc2)S(C)(=O)=O)cc1 the results were FXN GAA850 act 2.7, SMARCA2 act 2, sPLA2-III inh -7, ADAM10 inh -4, DAX1 inh-1 1.1, ssDAF-12 act -0.6, GC-A act 1, GC-B act 2, hcDAF-12 act 2.4, hgDAF-12 ag 3.9 and DAX1 inh-2 0.7.
`CC(C)CN(C(=O)CC1OC(=O)c2ccccc21)c1c(N)n(Cc2ccccc2)c(=O)[nH]c1=O` (centres undefined) gave FXN GAA850 act 0.4, SMARCA2 act 0, sPLA2-III inh 0, ADAM10 inh -7, DAX1 inh-1 -0.8, ssDAF-12 act -1.0, GC-A act 8, GC-B act -6, hcDAF-12 act -0.3, hgDAF-12 ag 1.9 and DAX1 inh-2 -0.6.
`Cc1cc(C)n(C(=O)Cn2nc(C(F)F)cc2C)n1` gave FXN GAA850 act -0.4, SMARCA2 act -1, sPLA2-III inh 2, ADAM10 inh 5, DAX1 inh-1 0.4, ssDAF-12 act -0.8, GC-A act -2, GC-B act 3, hcDAF-12 act 0.4, hgDAF-12 ag 1.0 and DAX1 inh-2 0.9.
For CC(C)C1N(C(=O)N(C)C)CCN1S(=O)(=O)c1ccccc1 (centres undefined) the results were FXN GAA850 act 0.4, SMARCA2 act 3, sPLA2-III inh 3, ADAM10 inh 3, DAX1 inh-1 -0.2, ssDAF-12 act -1.1, GC-A act 5, GC-B act -3, hcDAF-12 act 3.2, hgDAF-12 ag -0.3 and DAX1 inh-2 0.3.
For O=C(O)CNS(=O)(=O)c1cccc2nsnc12 the results were FXN GAA850 act 2.2, SMARCA2 act -1, sPLA2-III inh 3, ADAM10 inh -2, DAX1 inh-1 2.1, ssDAF-12 act -1.2, GC-A act -4, GC-B act -1, hcDAF-12 act 0.5, hgDAF-12 ag -0.8 and DAX1 inh-2 0.6.
`COCCSc1ccccc1C(=O)NCc1ccco1` gave FXN GAA850 act 1.3, SMARCA2 act 0, sPLA2-III inh 4, ADAM10 inh 1, DAX1 inh-1 0.1, ssDAF-12 act -1.5, GC-A act -2, GC-B act 1, hcDAF-12 act -1.9, hgDAF-12 ag 3.1 and DAX1 inh-2 -0.1.
Screening O=c1c(C/C=C/c2ccccc2)c(O)ccn1Cc1ccc(Cl)cc1Cl returned FXN GAA850 act 1.3, SMARCA2 act 0, sPLA2-III inh -14, ADAM10 inh 6, DAX1 inh-1 0.8, ssDAF-12 act -1.4, GC-A act 4, GC-B act 2, hcDAF-12 act -0.3, hgDAF-12 ag -3.0 and DAX1 inh-2 -0.6.

Two compounds picked at random from the list so far, as already listed:
For CCOc1ccc(N(CC(=O)Nc2ccccc2)S(C)(=O)=O)cc1 the results were FXN GAA850 act 2.7, SMARCA2 act 2, sPLA2-III inh -7, ADAM10 inh -4, DAX1 inh-1 1.1, ssDAF-12 act -0.6, GC-A act 1, GC-B act 2, hcDAF-12 act 2.4, hgDAF-12 ag 3.9 and DAX1 inh-2 0.7.
For CC(C)C1N(C(=O)N(C)C)CCN1S(=O)(=O)c1ccccc1 (centres undefined) the results were FXN GAA850 act 0.4, SMARCA2 act 3, sPLA2-III inh 3, ADAM10 inh 3, DAX1 inh-1 -0.2, ssDAF-12 act -1.1, GC-A act 5, GC-B act -3, hcDAF-12 act 3.2, hgDAF-12 ag -0.3 and DAX1 inh-2 0.3.

The results go on:
CC(=O)Nc1ccc(S(=O)(=O)N2CCN=C2SCc2ccc([N+](=O)[O-])cc2)cc1 was read as FXN GAA850 act -0.6, SMARCA2 act -4, sPLA2-III inh -11, ADAM10 inh 8, DAX1 inh-1 -1.6, ssDAF-12 act -1.2, GC-A act -1, GC-B act -10, hcDAF-12 act -4.8, hgDAF-12 ag -4.7 and DAX1 inh-2 -7.3.
For COc1cccc(CN2CCN(c3nc4nonc4nc3NC3CC3)CC2)c1 the results were FXN GAA850 act -4.4, SMARCA2 act 0, sPLA2-III inh 0, ADAM10 inh -6, DAX1 inh-1 -0.8, ssDAF-12 act -1.4, GC-A act -1, GC-B act -2, hcDAF-12 act -1.3, hgDAF-12 ag -3.3 and DAX1 inh-2 -1.1.
Screening O=C(Oc1ccc(C(=S)N2CCOCC2)cc1Br)c1ccccc1F returned FXN GAA850 act -1.4, SMARCA2 act -6, sPLA2-III inh 14, ADAM10 inh 1, DAX1 inh-1 0.0, ssDAF-12 act -0.6, GC-A act 0, GC-B act 2, hcDAF-12 act -1.4, hgDAF-12 ag -1.5 and DAX1 inh-2 -0.3.
Screening CCCOc1ccc(N2C(=O)CC(SC(=NCC)Nc3cccc(F)c3)C2=O)cc1 (centres undefined) returned FXN GAA850 act -0.7, SMARCA2 act -5, sPLA2-III inh 6, ADAM10 inh -5, DAX1 inh-1 0.6, ssDAF-12 act -1.2, GC-A act 2, GC-B act -2, hcDAF-12 act -0.2, hgDAF-12 ag -1.8 and DAX1 inh-2 -0.7.
COc1cc(-c2cc3nc(NCCOc4ccccc4)ccn3n2)cc(OC)c1OC was read as FXN GAA850 act -5.8, SMARCA2 act -7, sPLA2-III inh -36, ADAM10 inh -104, ssDAF-12 act -1.9, GC-A act -5, GC-B act 5, hcDAF-12 act -2.6, hgDAF-12 ag -4.6 and DAX1 inh-2 -6.2.
For COc1ccc(-c2cn3c(C)c(C(=O)Nc4cccc(NC(C)=O)c4)sc3n2)cc1 the results were FXN GAA850 act -3.1, SMARCA2 act 2, sPLA2-III inh -21, ADAM10 inh -8, DAX1 inh-1 -2.8, ssDAF-12 act -2.7, GC-A act 7, GC-B act 3, hcDAF-12 act -3.4, hgDAF-12 ag -6.5 and DAX1 inh-2 -3.4.
c1ccc2c(NCCc3c[nH]c4ccccc34)c3ccccc3nc2c1 was read as FXN GAA850 act 3.7, SMARCA2 act 6, sPLA2-III inh -37, ADAM10 inh inactive, DAX1 inh-1 -1.7, ssDAF-12 act -0.3, GC-A act -18, GC-B act -12, hcDAF-12 act 4.7, hgDAF-12 ag 6.0 and DAX1 inh-2 -0.4.
CC(=O)Nc1ccc(C(=O)OCc2ccccc2Cl)cc1 was read as FXN GAA850 act 1.6, SMARCA2 act 1, sPLA2-III inh -5, ADAM10 inh 5, DAX1 inh-1 2.0, ssDAF-12 act -1.6, GC-A act 0, GC-B act -12, hcDAF-12 act 0.6, hgDAF-12 ag 2.6 and DAX1 inh-2 0.8.
CCc1noc(C)c1C(=O)N1CCN(S(=O)(=O)c2c(C)cc(C)cc2C)CC1 was read as FXN GAA850 act -1.4, SMARCA2 act 0, sPLA2-III inh -6, ADAM10 inh -5, DAX1 inh-1 0.0, ssDAF-12 act -1.5, GC-A act 1, GC-B act 7, hcDAF-12 act -0.4, hgDAF-12 ag 3.3 and DAX1 inh-2 1.9.
CN(C)C(=O)[C@H]1C[C@H]1[C@@H](O)[C@H](CO)NC(=O)[C@H](COCc1ccccc1)NC(=O)OC(C)(C)C was read as FXN GAA850 act -1.1, SMARCA2 act 2, sPLA2-III inh 3, ADAM10 inh 5, DAX1 inh-1 -0.1, ssDAF-12 act -0.4, GC-A act 0, GC-B act 0, hcDAF-12 act -1.2, hgDAF-12 ag -2.4 and DAX1 inh-2 0.0.
For CCOC(=O)c1ccc(NC(=O)CCc2nc(-c3cccc(C)c3)no2)cc1 the results were FXN GAA850 act -0.7, SMARCA2 act -5, sPLA2-III inh -21, ADAM10 inh 3, DAX1 inh-1 -0.6, ssDAF-12 act -1.1, GC-A act -8, GC-B act 1, hcDAF-12 act -1.6, hgDAF-12 ag -0.2 and DAX1 inh-2 -0.2.
